Screening results: PubChem, Broad Institute
Mtb BioA inh: BioA (M. tuberculosis) enzyme inhibition. purified M. tuberculosis BioA enzyme, plate reader. inhibition, % at 9.99 µM. 360,000 tested, 0.096% active. AID 602481; in the data active = inhibition above about 40%
An asterisk follows results filed as active.

molecule,Mtb BioA inh
O=C(C[C@H]1CC[C@H]2[C@@H](COC[C@@H](O)CN2Cc2cccc(F)c2)O1)NCCc1ccncc1,2.1
O=C(c1cccc(F)c1)N1CCCCN2[C@@H](CO)[C@@H](c3ccc(-c4cccnc4)cc3)[C@@H]2C1,1.3
O=C(N[C@H]1CC[C@@H](CCNS(=O)(=O)c2ccc(F)cc2)O[C@H]1CO)C1CCCC1,3.7
COc1ccc(NC(=O)N(C)C[C@@H]2Oc3c(NC(=O)Nc4ccccc4)cccc3C(=O)N([C@@H](C)CO)C[C@@H]2C)cc1,1.1
CCC(=O)N(C)C[C@H]1Oc2cc(-c3ccc(F)cc3)ccc2S(=O)(=O)N([C@H](C)CO)C[C@@H]1C,1.6
O=C(NCc1ccc(F)cc1)[C@H]1N[C@H]2c3ccc(-c4ccccc4)c(=O)n3C[C@H]2[C@@H]1CO,-0.7
C[C@@H]1CCCCO[C@@H](CN(C)C(=O)CCC(F)(F)F)[C@H](C)CN([C@@H](C)CO)C(=O)c2cc(NS(=O)(=O)c3ccc(F)cc3)ccc2O1,2.5
O=C(C[C@@H]1CC[C@@H](NS(=O)(=O)c2ccc(F)cc2)[C@@H](CO)O1)NCc1ccc(Cl)c(Cl)c1,0.4
CN(C)CC(=O)N1CCCCN2[C@H](CO)[C@@H](c3ccc(-c4cccnc4)cc3)[C@H]2C1,5.6
COc1ccccc1-c1cnc2c(c1)C(=O)N([C@@H](C)CO)C[C@H](C)[C@H](CN(C)Cc1cccnc1)O2,9.1
CO[C@@H]1CN(C)C(=O)c2ccc(NC(=O)Nc3cccc(F)c3)cc2OC[C@H](C)N(C(C)=O)C[C@H]1C,20
O=C(C[C@H]1CC[C@H](NC(=O)Nc2ccccc2F)[C@@H](CO)O1)NCc1ccccc1,2.6
C[C@H]1CCCCO[C@@H](CN(C)C(=O)Nc2ccc(C(F)(F)F)cc2)[C@@H](C)CN([C@@H](C)CO)C(=O)c2cc(NS(=O)(=O)c3cn(C)cn3)ccc2O1,-0.2
CO[C@H]1CN(C)C(=O)c2cc(NS(C)(=O)=O)ccc2OC[C@@H](C)N(C)C[C@H]1C,-3.3
C[C@@H]1CN([C@H](C)CO)C(=O)c2cc(C#CC3CCCC3)cnc2O[C@H]1CN(C)C(=O)c1ccncc1,1.3
COc1ccccc1C#Cc1ccc([C@H]2[C@@H](CO)N3CCCCN(CCC(F)(F)F)C[C@H]23)cc1,4.9
C[C@@H]1CN([C@H](C)CO)C(=O)c2cc(NC(=O)CCCCCC(=O)Nc3ccccc3N)ccc2O[C@@H](C)CCCCO[C@@H]1CN(C)C(=O)C1CCCCC1,-4.2
CC(=O)Nc1ccc2c(c1)C(=O)N(C)[C@@H]1CC[C@@H](CC(=O)NC3CCCCC3)O[C@H]1CO2,-0.4
C[C@@H]1CN([C@@H](C)CO)C(=O)c2cc(NC(=O)Nc3ccccc3)ccc2O[C@H]1CN(C)C(=O)NC1CCCCC1,2.9
C[C@H](CO)N1C[C@H](C)[C@H](CN(C)C(=O)c2cccnc2)Oc2cc(-c3cccc(C#N)c3)ccc2S1(=O)=O,1.6
C[C@@H]1CN([C@H](C)CO)C(=O)c2cc(NC(=O)Nc3ccc4c(c3)OCO4)ccc2O[C@H]1CN(C)C(=O)NC1CCCCC1,-0.9
Cc1cc(C(=O)Nc2cccc3c2O[C@H](CN(C)Cc2ccc(Oc4ccccc4)cc2)[C@@H](C)CN([C@@H](C)CO)C3=O)n(C)n1,-0.7
C[C@@H]1CN([C@H](C)CO)C(=O)c2cccc(NS(=O)(=O)c3ccccc3)c2O[C@@H]1CN(C)Cc1ccc2c(c1)OCO2,2.9
C[C@@H]1CN([C@@H](C)CO)C(=O)c2cc(NS(C)(=O)=O)ccc2O[C@H]1CN(C)S(C)(=O)=O,0.0
C[C@H]1CN([C@@H](C)CO)C(=O)c2cccc(NS(C)(=O)=O)c2O[C@H]1CN(C)Cc1ccc(Cl)c(Cl)c1,7.1
C[C@H](CO)N1C[C@H](C)[C@@H](CN(C)C(=O)Nc2ccc(F)cc2)Oc2cc(-c3cccc(C(=O)N(C)C)c3)ccc2S1(=O)=O,-0.9
CCN1[C@@H]2c3ccc(-c4cccc(F)c4)c(=O)n3C[C@H]1[C@H](CO)[C@H]2C(=O)N(C)C,-0.7
C[C@@H]1CN([C@H](C)CO)C(=O)c2ccccc2-c2ccccc2CO[C@H]1CN(C)S(=O)(=O)c1cn(C)cn1,-1.5
CCCC(=O)Nc1ccc2c(c1)C(=O)N(C)C[C@H](OC)[C@H](C)CN(C(=O)CN(C)C)[C@@H](C)CO2,0.2
CCCNC(=O)C[C@H]1CC[C@H]2[C@@H](COc3ccc(NS(=O)(=O)c4ccccc4C)cc3C(=O)N2C)O1,-1.3
C[C@@H]1CN([C@@H](C)CO)C(=O)c2cc(-c3cccc(C#N)c3)cnc2O[C@H]1CN(C)C(=O)C1CC1,0.9
COc1ccc(S(=O)(=O)N(C)C[C@H]2Oc3c(NS(=O)(=O)c4cccs4)cccc3C(=O)N([C@@H](C)CO)C[C@H]2C)cc1,-5.7
C[C@@H]1CN([C@H](C)CO)C(=O)c2cc(NC(=O)Nc3cccc4ccccc34)ccc2O[C@@H](C)CCCCO[C@@H]1CN(C)CC1CCCCC1,-4.5
O=S(=O)(c1cccc(F)c1)N1CC[C@@H]2[C@H]1c1cc(-c3cccc(F)c3)ccc1N[C@@H]2CO,-2.1
C[C@H]1CN([C@@H](C)CO)S(=O)(=O)c2ccc(-c3cncnc3)cc2O[C@@H]1CN(C)Cc1cccnc1,-0.4
CN1CCN(C(=O)C[C@@H]2CC[C@H]3[C@@H](COC[C@H](O)CN3CC3CC3)O2)CC1,-1.2
C[C@@H]1CN([C@@H](C)CO)C(=O)Cc2cc(NC(=O)Nc3cccc4ccccc34)ccc2O[C@H]1CN(C)Cc1ccc(Oc2ccccc2)cc1,-1.6
O=C(N[C@H]1CC[C@@H](CCn2cc(-c3ccccc3)nn2)O[C@@H]1CO)c1cnccn1,-1.1
CN1CCN(C(=O)C[C@@H]2C=C[C@@H](NC(=O)Nc3ccccc3F)[C@@H](CO)O2)CC1,0.2
O=C(NCCCN1CCOCC1)[C@H]1N[C@H]2c3ccc(C4=CCCCC4)c(=O)n3C[C@H]2[C@@H]1CO,-1.3
COC(=O)C[C@H]1C[C@@H]2c3cc(NC(=O)C4CCC4)ccc3O[C@@H]2[C@H](CO)O1,-2.9
CC(C)NC(=O)Nc1ccc2c(c1)C(=O)N([C@@H](C)CO)C[C@H](C)[C@@H](CN(C)CC1CCCCC1)OCCCC[C@H](C)O2,0.3
CCC(=O)N(C)C[C@@H]1Oc2ncc(C#Cc3ccncc3)cc2C(=O)N([C@@H](C)CO)C[C@H]1C,2.3
O=C(NC1CCC1)[C@H]1[C@H](CO)[C@H]2Cn3c(ccc(-c4ccc(F)cc4)c3=O)[C@@H]1N2,0.2
CCCC#Cc1cnc2c(c1)C(=O)N([C@@H](C)CO)C[C@@H](C)[C@@H](CN(C)C(=O)c1cnccn1)O2,0.3
C[C@@H](O)C#Cc1ccc([C@@H]2[C@@H](CO)N3CCCCN(C(=O)Nc4ccccc4)C[C@H]23)cc1,5.1
COC(=O)C[C@@H]1CC[C@@H]2[C@H](COc3ccc(NC(=O)c4ccc(OC)cc4)cc3C(=O)N2C)O1,-0.7
COc1ccc(S(=O)(=O)N(C)C[C@@H]2Oc3ccc(NS(=O)(=O)c4cccs4)cc3CC(=O)N([C@H](C)CO)C[C@@H]2C)cc1,-3.4
C[C@@H]1CN([C@@H](C)CO)C(=O)c2cc(NC(=O)Nc3cccc4ccccc34)ccc2O[C@@H](C)CCCCO[C@@H]1CN(C)Cc1ccc(C(F)(F)F)cc1,1.9
CO[C@H]1CN(C)C(=O)c2cc(NC(=O)C3CCCCC3)ccc2OC[C@H](C)N(C(=O)c2ccccc2)C[C@@H]1C,2.4
O=C(Nc1ccc2c(c1)[C@H]1C[C@H](CC(=O)N3CCCCC3)O[C@H](CO)[C@H]1O2)c1ccc2c(c1)OCO2,1.4
C[C@@H]1CN([C@H](C)CO)C(=O)Cc2cc(NC(=O)CCN3CCOCC3)ccc2O[C@H]1CN(C)Cc1ccc(C(=O)O)cc1,-0.1
C[C@@H]1CN([C@H](C)CO)C(=O)c2cccc(NC(=O)Nc3ccc4c(c3)OCO4)c2O[C@@H]1CN(C)C(=O)Nc1cccc2ccccc12,-0.2
C[C@H](CO)N1C[C@H](C)[C@@H](CN(C)CC2CC2)Oc2ccc(NC(=O)NC3CCCCC3)cc2CC1=O,0.0
O=C(Nc1cc(F)ccc1F)N1C[C@@H]2[C@H](c3ccccc31)[C@H](CO)N2CC1CCCC1,1.0
CC(C)CC#Cc1ccc2c(c1)O[C@@H](CN(C)S(=O)(=O)c1ccc(F)cc1)[C@@H](C)CN([C@H](C)CO)S2(=O)=O,-1.8
CN1CCN(C(=O)C[C@H]2CC[C@H]3[C@@H](COC[C@H](O)CN3C(=O)C3CCCC3)O2)CC1,3.2
CC(=O)N(C)C[C@H]1Oc2cc(C#CC3CCCC3)ccc2S(=O)(=O)N([C@H](C)CO)C[C@H]1C,1.1
C[C@@H]1CCCCO[C@H](CN(C)C(=O)CCC(F)(F)F)[C@@H](C)CN([C@@H](C)CO)C(=O)c2cc(NC(=O)CCC(F)(F)F)ccc2O1,1.1
Cc1ccc(S(=O)(=O)N(C)C[C@H]2OCCCC[C@H](C)Oc3ccc(NC(=O)CCC(F)(F)F)cc3C(=O)N([C@H](C)CO)C[C@H]2C)cc1,-0.5

Pulled by compound from the list above:
molecule,Mtb BioA inh
O=C(Nc1cc(F)ccc1F)N1C[C@@H]2[C@H](c3ccccc31)[C@H](CO)N2CC1CCCC1,1.0
CC(=O)N(C)C[C@H]1Oc2cc(C#CC3CCCC3)ccc2S(=O)(=O)N([C@H](C)CO)C[C@H]1C,1.1
C[C@@H]1CN([C@H](C)CO)C(=O)c2cc(NC(=O)Nc3cccc4ccccc34)ccc2O[C@@H](C)CCCCO[C@@H]1CN(C)CC1CCCCC1,-4.5
COc1ccc(S(=O)(=O)N(C)C[C@H]2Oc3c(NS(=O)(=O)c4cccs4)cccc3C(=O)N([C@@H](C)CO)C[C@H]2C)cc1,-5.7

Going on with the list.
> Cc1noc(C)c1NC(=O)Nc1ccc2c(c1)C(=O)N([C@H](C)CO)C[C@@H](C)[C@H](CN(C)CC1CC1)OCCCC[C@@H](C)O2
  Mtb BioA inh: -1.0

> C[C@H](NC(=O)C[C@@H]1CC[C@@H](NC(=O)C2CCC2)[C@H](CO)O1)c1ccccc1
  Mtb BioA inh: 6.8

> COc1cccc(S(=O)(=O)Nc2ccc3c(c2)[C@@H]2C[C@@H](CC(=O)N4CCCCC4)O[C@H](CO)[C@@H]2O3)c1
  Mtb BioA inh: 1.3

> CCCC(=O)Nc1ccc2c(c1)C(=O)N(C)[C@@H]1CC[C@H](CC(=O)NC3CCCC3)O[C@@H]1CO2
  Mtb BioA inh: 0.1

> C[C@@H]1CCCCO[C@H](CN(C)S(=O)(=O)c2ccc(Cl)cc2)[C@@H](C)CN([C@@H](C)CO)C(=O)c2cc(NS(=O)(=O)c3cn(C)cn3)ccc2O1
  Mtb BioA inh: 0.9

> CO[C@@H]1CN(C)C(=O)c2ccc(NC(=O)C3CCCC3)cc2OC[C@@H](C)N(C)C[C@@H]1C
  Mtb BioA inh: -1.7

> Cc1ccc(-c2cnc3c(c2)C(=O)N([C@H](C)CO)C[C@H](C)[C@H](CN(C)C(=O)Cc2cccnc2)O3)cc1
  Mtb BioA inh: 2.4

> Cc1noc(C)c1NC(=O)N(C)C[C@H]1OCCCC[C@@H](C)Oc2ccc(NC(=O)NC3CCCCC3)cc2C(=O)N([C@@H](C)CO)C[C@H]1C
  Mtb BioA inh: -2.2

> COc1cccc(-c2ccc3c(c2)O[C@@H](CN(C)C(C)=O)[C@@H](C)CN([C@@H](C)CO)S3(=O)=O)c1
  Mtb BioA inh: 1.9

> C[C@@H](NC(=O)C[C@H]1C[C@H]2c3cc(NC(=O)CC4CC4)ccc3O[C@H]2[C@@H](CO)O1)c1ccccc1
  Mtb BioA inh: -0.9

> C[C@@H]1CN([C@@H](C)CO)C(=O)c2cc(NS(=O)(=O)c3cn(C)cn3)ccc2O[C@H]1CN(C)S(=O)(=O)c1ccccc1
  Mtb BioA inh: -3.8

> COCC(=O)N(C)C[C@@H]1Oc2cc(-c3cccc(F)c3)ccc2S(=O)(=O)N([C@@H](C)CO)C[C@H]1C
  Mtb BioA inh: 2.5

> C[C@@H]1CN([C@H](C)CO)C(=O)c2cc(NS(=O)(=O)c3ccc(Cl)cc3)ccc2O[C@@H](C)CCCCO[C@H]1CN(C)Cc1ccccc1
  Mtb BioA inh: 2.9

> C[C@@H]1CN([C@H](C)CO)C(=O)Cc2cc(NC(=O)C3CC3)ccc2O[C@@H]1CN(C)CC1CC1
  Mtb BioA inh: -1.7

> C[C@@H]1CN([C@H](C)CO)C(=O)c2cccc(NS(=O)(=O)c3ccccc3)c2O[C@@H]1CN(C)Cc1ccc(-c2ccccc2)cc1
  Mtb BioA inh: -0.7

> COc1ccc(S(=O)(=O)N(C)C[C@@H]2Oc3ccc(NC(=O)Cc4ccccc4)cc3C(=O)N([C@H](C)CO)C[C@@H]2C)cc1
  Mtb BioA inh: -2.2

> CCC(=O)N1[C@@H]2c3ccc(-c4cncnc4)c(=O)n3C[C@H]1[C@H](CO)[C@H]2C(=O)N1CCc2ccccc2C1
  Mtb BioA inh: -2.6

> O=S(=O)(Cc1ccccc1)N1CCCCN2[C@@H](CO)[C@H](c3ccc(-c4cccnc4)cc3)[C@@H]2C1
  Mtb BioA inh: -1.7

Four structures out of the list, arranged by molecular weight, highest first:
> C[C@@H]1CN([C@H](C)CO)C(=O)c2cc(NC(=O)Nc3ccc4c(c3)OCO4)ccc2O[C@H]1CN(C)C(=O)NC1CCCCC1
  Mtb BioA inh: -0.9

> CC(C)CC#Cc1ccc2c(c1)O[C@@H](CN(C)S(=O)(=O)c1ccc(F)cc1)[C@@H](C)CN([C@H](C)CO)S2(=O)=O
  Mtb BioA inh: -1.8

> COc1ccccc1C#Cc1ccc([C@H]2[C@@H](CO)N3CCCCN(CCC(F)(F)F)C[C@H]23)cc1
  Mtb BioA inh: 4.9

> COC(=O)C[C@H]1C[C@@H]2c3cc(NC(=O)C4CCC4)ccc3O[C@@H]2[C@H](CO)O1
  Mtb BioA inh: -2.9

Some of the compounds tested; count on the stated rates, not on these rows.
